GalR3 antagonist: GalR3 antagonists in HEK293 cells, primary screen, cell-based, fluorescence readout; HEK293 GalR3-CNG cAMP membrane potential fluorescence; galR3 body fused to GalR1 C-terminus; inhibition, % at 3 µM; Galanin receptor type 3 (Homo sapiens), O60755; hit rate 0.44% among 360,000;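 active means inhibition above the screen-wide average plus 3 SD, cut at about 13% in these data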;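 further: forskolin and galanin both at EC90 stimulate the cells; cAMP rise reported by CNG channel membrane potential dye signal; 0% = forskolin plus galanin with DMSO and 100% = forskolin alone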
V1aR counter: agonists of human V1a receptor, primary screen, counter-screen for OXTR agonist project, fluorescence, CHO-V1R cells; Vasopressin V1a receptor (Homo sapiens), P37288; Fluo-8 calcium fluorescence, agonist mode; 0% DMSO, 100% 3 nM vasopressin; activation, % at 3 µM; hit rate 0.25% among 320,000;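 active means activation above the mean activation of all tested compounds plus 3 SD, per screening run, cut at about 20% in these data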;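 further: signal is peak over basal fluorescence ratio across a 100 second FLIPR read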
NALP1 inh: NALP1 inflammasome inhibitors in reconstituted yeast, colorimetric, S. cerevisiae, triplicate retest; S. cerevisiae NALP1/ASC/caspase-1 growth, X-gal OD620, 72 h; inhibition, % at 10 µM; hit rate 0.61% among 280,000; AID 2071, 2009; in the data active means inhibition mostly above about 24%, no sharp cut-off; inactive means mostly below about 32%; further: some compounds called inactive have numbers as strong as hits
GPR7 antag: GPR7 receptor antagonists, primary screen, cell-based, fluorescence, single concentration; Neuropeptides B/W receptor type 1 (Homo sapiens), P48145; GPR7-expressing cells, fluorescence antagonist assay; inhibition, % at 4.4 µM; hit rate 1.1% among 290,000; AID 1861, 2009; in the data active means inhibition above about 16%, passing the limit was not always enough;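 further: cells stimulated with the agonist NPW; 0% = agonist with vehicle and 100% = vehicle without agonist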
MEKK2wt PB1 HTS: modulators of MEK5 binding to wildtype MEKK2, primary screen, biochemical, multiplex bead flow cytometry, Alexa488-MEK5. Mitogen-activated protein kinase kinase kinase 2 (Homo sapiens), Q9Y2U5. Alexa488-MEK5 binding to MEKK2 WT; actives lie on both sides. binding response (% of control), % at 10 µM. hit rate 1.1% among 290,000. AID 1531, 2009; in the data active means binding response below about 67% or above about 130%
PHOSPHO1 block: PubChem AID 1565; Phosphoethanolamine/phosphocholine phosphatase (Homo sapiens), Q8TCT1; recombinant PHOSPHO1, absorbance phosphatase assay; inhibition, % at 13.3 µM; hit rate 1.1% among 290,000; in the data active means inhibition above about 60%
OXTR ag: human OXTR agonists, primary screen, fluorescence, CHO-OTR cells, Fluo-8 calcium | Oxytocin receptor (Homo sapiens), P30559 | Fluo-8 calcium fluorescence; normalized: DMSO 0%, oxytocin 100% | activation, % at 3 µM | hit rate 0.32% among 320,000;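 active means activation above the mean of all tested compounds plus 3 SD, cutoff set per screening run, cut at about 20% in these data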;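 further: peak over basal fluorescence ratio from a 100 s FLIPR kinetic read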
Target sequence (P30559 whole entry, looked up): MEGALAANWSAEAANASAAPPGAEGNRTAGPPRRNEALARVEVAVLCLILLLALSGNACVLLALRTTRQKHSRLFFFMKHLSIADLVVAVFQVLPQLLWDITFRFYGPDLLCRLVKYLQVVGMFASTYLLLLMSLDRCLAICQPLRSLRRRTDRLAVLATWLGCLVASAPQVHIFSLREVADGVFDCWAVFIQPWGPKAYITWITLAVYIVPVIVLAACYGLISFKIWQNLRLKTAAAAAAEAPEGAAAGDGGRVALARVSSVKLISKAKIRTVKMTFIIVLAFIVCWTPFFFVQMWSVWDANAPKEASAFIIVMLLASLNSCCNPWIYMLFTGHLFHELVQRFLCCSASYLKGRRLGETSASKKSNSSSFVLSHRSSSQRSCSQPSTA
MEKK2mut PB1 HTS: MEK5 binding signal on mutant MEKK2 PB1, primary screen, biochemical, multiplex bead flow cytometry, Alexa488-MEK5. Alexa488-MEK5 binding to MEKK2 mutant. percent response, % at 10 µM. hit rate 0.35% among 290,000; in the data active means percent response above about 24%, passing the limit was not always enough; further: inactives centre near 1; some results filed as inactive read as strong as hits; reference of the scale not given here
MEKK3 PB1 HTS: modulators of MEKK3-MEK5 PB1 binding, primary screen, biochemical, wildtype MEKK3, multiplex bead flow cytometry, Alexa488-MEK5 | hit rate 1.4% among 290,000 | bead-based flow cytometry, Alexa488-MEK5 binding to MEKK3; actives lie on both sides; 0 = blocked by unlabeled MEK5, 100 = vehicle | AID 1529, 2009 | binding response (% of control), % at 10 µM | Mitogen-activated protein kinase kinase kinase 3 (Homo sapiens), Q99759;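 active means binding response more than 3 SD above or below the average of its plate-row segment, actives on both sides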;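 further: Alexa488 bead fluorescence after subtracting the streptavidin-only scavenger bead signal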
Target sequence (Q99759 whole entry, looked up): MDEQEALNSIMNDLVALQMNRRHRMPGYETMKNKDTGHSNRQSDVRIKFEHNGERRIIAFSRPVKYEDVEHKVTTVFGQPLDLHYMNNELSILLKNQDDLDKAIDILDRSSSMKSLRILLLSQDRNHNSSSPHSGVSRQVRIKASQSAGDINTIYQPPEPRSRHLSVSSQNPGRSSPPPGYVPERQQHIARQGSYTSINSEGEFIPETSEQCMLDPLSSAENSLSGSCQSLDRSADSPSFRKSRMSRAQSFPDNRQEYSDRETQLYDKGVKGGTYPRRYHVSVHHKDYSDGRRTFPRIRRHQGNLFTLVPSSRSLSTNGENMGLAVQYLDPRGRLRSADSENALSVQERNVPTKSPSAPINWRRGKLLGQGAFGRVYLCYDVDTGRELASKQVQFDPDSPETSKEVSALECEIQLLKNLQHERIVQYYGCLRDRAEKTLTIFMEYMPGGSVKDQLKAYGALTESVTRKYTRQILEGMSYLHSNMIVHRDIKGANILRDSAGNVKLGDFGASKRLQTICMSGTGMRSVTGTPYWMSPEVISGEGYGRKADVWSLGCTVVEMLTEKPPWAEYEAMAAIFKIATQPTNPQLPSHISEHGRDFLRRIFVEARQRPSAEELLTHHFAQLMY
* marks the source's active call; other numbers are inactive results; . = not tested or not shown; & = joins results of further samples. An excerpt; the hit share may differ from the screen's.

SMILES	GalR3 antagonist	V1aR counter	NALP1 inh	GPR7 antag	MEKK2wt PB1 HTS	PHOSPHO1 block	OXTR ag	MEKK2mut PB1 HTS	MEKK3 PB1 HTS
O=S(=O)(c1ccc(Cl)cc1)N1CCCC1c1cccnc1 (centres undefined)	-2	0.4	21	0	95	23	-1.5	-6	95
CC(C)(C)P(=O)(c1ccncc1)N1CCCC1 (centres undefined)	-5	0.6	-1	-7	102	19	0.1	2	100
C#CC[N+]1(C)C2CCC1CC(O)C2 (centres undefined)	-2	-0.7	-7	-16	104	-16	-1.3	7	103
c1ccc2c(N3CCNCC3)cccc2c1	-9	2.1	.	.	117	.	1.3	4	115
Nc1c([N+](=O)[O-])cc(F)c(N2CCNCC2)c1Br	-9	1.5	37	8	87	4	3.6	-5	82
O=C(O)C1CSC(c2cccnc2)N1 (centres undefined)	-3	0.1	5	-10	106	-16	-0.1	5	105
Fc1ccc2c(c1)nnn2C1CCN(Cc2nnnn2C2CCCCC2)CC1	-4	0.3	5	27*	99	-8	-0.3	3	101
COc1ccc(C2NCc3ccccc3-n3cccc32)cc1 (centres undefined)	0	5.9	-10	8	110	-12	5.8	12	104
CN1CN=C(N[N+](=O)[O-])N(Cc2ccco2)C1	-3	0.6	15	1	99	-3	-1.5	-2	97
CC(=O)c1cn(CCCOc2ccccc2)c2ccccc12	-3	4.8	-5	-1	95	-17	1.8	-8	98
O=C(c1ccc2c(c1)ncn2C1CCCCC1)N1CCC2(CC1)OCCO2	-2	0.1	-11	2	104	22	-1.4	2	103
CCCC[N+]1(C)[C@@H]2CC(OC(=O)[C@H](CO)c3ccccc3)C[C@H]1[C@@H]1O[C@@H]12 (some centres undefined)	0	0.2	1	-7	88	24	0.3	3	90
COc1ccc2[nH]cc(C3=CCNCC3)c2c1	.	0.5	.	.	182*	.	1.1	174*	109
C=CCn1c(O)c(C(CC)=Nc2ccccc2NC(C)=O)c(=O)[nH]c1=O	-6	-1.0	5	-11	98	10	1.3	-4	97
Cc1c(C(=O)C(=O)N2CCOCC2)c2ccccc2n1Cc1ccccc1	-9	4.0	-22	-5	100	53	13	2	101
Clc1ccc(OCC#CCN2CCCC2)cc1	-10	-0.6	-25	-4	101	-8	0.5	-1	104
O=C(Cn1ncc2c3ccccc3n(Cc3ccccc3)c2c1=O)N1CCC2(CC1)OCCO2	.	.	19	2	92	-20	.	-4	96
Cn1cc([N+](=O)[O-])c(C(=O)Nc2ccc3c(C(F)(F)F)cc(=O)oc3c2)n1	1	-0.2	10	-12	104	43	0.1	6	97
COC(=O)c1c(C)[nH]c(C(=O)C(Cc2ccccc2)N(C)C)c1C (centres undefined)	3	1.1	-12	-2	94	6	1.2	-5	86
COc1ccccc1OCC#CCN1CCCCCC1	-9	-1.0	12	-6	116	13	-0.2	6	102
NC(=O)c1cc(N2CC2)c([N+](=O)[O-])cc1[N+](=O)[O-]	-1	1.1	.	.	113	.	0.8	4	110
COC(=O)C1=C(c2cccc(OC)c2OC)C[C@@H]2CC[C@H]1N2C(=O)NC1CC1	-4	0.0	.	.	99	.	0.5	-1	101
C=C1C/C(=C/C)C(=O)O[C@@H]2CCN3CC=C(COC(=O)[C@]1(C)O)[C@H]23	-8	0.0	.	-6	104	15	1.3	5	103
O=c1[nH]c(=O)n(-c2ccccc2)c(O)c1/C=C/C=Nc1ccccc1	-2	13	18	-10	103	-11	16	3	101
O=c1[nH]c(CN2CC=C(c3ccccc3)CC2)nc2scc(-c3cccs3)c12	-5	3.0	11	-17	95	51	0.1	3	97
CCC(=O)Nc1ccccc1	-7	0.6	8	-1	104	-13	0.0	-1	102
O=C(O)C(O)(c1ccccc1)C1CCCC1 (centres undefined)	-2	-0.1	23	-5	111	4	-0.1	5	104
CNCC(=O)c1ccccc1	.	0.7	.	.	105	.	1.5	1	105
C=C1C[C@@H]2[C@H](CC[C@]3(C)C(=O)CC[C@@H]23)[C@@]2(C)C=CC(=O)C=C12	.	5.2	-6	15	104&64	36	-0.2	0&-17	103&62
CC(=O)Cc1c[nH]c2ccccc12	.	0.9	10	-18	100	20	0.3	3	100

Filtered by structure, those above with sulfur
SMILES	GalR3 antagonist	V1aR counter	NALP1 inh	GPR7 antag	MEKK2wt PB1 HTS	PHOSPHO1 block	OXTR ag	MEKK2mut PB1 HTS	MEKK3 PB1 HTS
O=S(=O)(c1ccc(Cl)cc1)N1CCCC1c1cccnc1 (centres undefined)	-2	0.4	21	0	95	23	-1.5	-6	95
O=C(O)C1CSC(c2cccnc2)N1 (centres undefined)	-3	0.1	5	-10	106	-16	-0.1	5	105
O=c1[nH]c(CN2CC=C(c3ccccc3)CC2)nc2scc(-c3cccs3)c12	-5	3.0	11	-17	95	51	0.1	3	97

Other compounds follow:
SMILES	GalR3 antagonist	V1aR counter	NALP1 inh	GPR7 antag	MEKK2wt PB1 HTS	PHOSPHO1 block	OXTR ag	MEKK2mut PB1 HTS	MEKK3 PB1 HTS
N#Cc1c(N2CCNCC2)nc(-c2ccco2)c2c1CCCC2	-1	-0.1	-4	2	110	27	-0.9	10	103
Cc1n[nH]c(C)c1CCN	0	0.8	-14	5	102	9	0.7	1	100
COc1ccc(N2C(=O)NC(=O)/C(=C\c3ccc([N+](=O)[O-])s3)C2=O)cc1	8	4.7	-3	-8	90	-94	4.1	-3	103
Oc1cc2c(cc1CN1CCN(c3ccccc3F)CC1)OCO2	-10	0.0	-21	4	98	-16	-0.2	1	103
O=C1/C(=C/c2ccccc2Cl)N2CCC1CC2	-2	-1.1	.	-2	98	8	-0.5	-1	100
O=C(Cc1ccccc1)OCCN1CCOCC1	-5	0.9	29	-7	96	-8	-0.5	-2	95
CCOC(=O)C(O)(c1cn(C)c2ccccc12)C(F)(F)F (centres undefined)	2	-0.3	3	-25	110	2	-1.4	14	111
O=C1NC(=O)N(Cc2ccc(F)cc2)C(=O)/C1=C/c1cccs1	4	1.3	12	-15	83	-3	1.5	-17	87
O=CC(Br)P(=O)(N1CCOCC1)N1CCOCC1 (centres undefined)	-2	-0.4	25	-13	109	16	1.4	20	122
Cc1cccc(OP(N)(N)=O)c1C	-4	0.8	-7	-6	99	-10	0.4	0	100
COc1cc(C(=O)OC2C[C@H]3CC[C@@H](C2)N3C)ccc1O (some centres undefined)	-10	.	7	-7	110	44	.	9	103
COc1ccc(C=O)cc1O	-4	-0.7	13	-7	96	4	0.3	1	103
CCCCCCC[n+]1ccc(-c2cc[n+](CCCCCCC)cc2)cc1	-3	0.6	13	0	105	48	-0.6	-2	97
CCCCOCCCn1c(N)c(C(=O)OCCOC)c2nc3ccccc3nc21	5	-1.4	-7	-2	99	14	-1.8	3	98
C[N+]1(C)CCC(OC(=O)C(c2ccccc2)c2ccccc2)CC1	-3	-0.6	.	.	106	.	-0.2	3	100
O=c1[nH]c(=O)n(C2CCCCC2)c(O)c1C=NCCCn1ccnc1	-4	1.2	23	-7	.	-32	1.6	.	.
CC(C)NS(=O)(=O)c1ccc(OCC(=O)N2CCN(Cc3ccccc3)CC2)cc1	0	3.2	.	6	99	.	3.4	5	100
CCCCCCNc1nc(OC)nc(N2CC3CC(C2)c2cccc(=O)n2C3)n1 (centres undefined)	10	-1.0	-7	-6	98	16	-2.4	-2	106
Cc1ccc(-c2nc3ccc(Cl)cc3n2OC(=O)N(C)C)cc1	0	-0.9	-18	13	102	6	-2.9	6	103
CC(CN(C)C1CCN(C)CC1)c1ccccc1 (centres undefined)	-1	.	7	-4	105	19	.	-1	102
CCCCCn1c(=O)c(C(=O)Nc2c(C)n(C)n(-c3ccccc3)c2=O)c(O)c2ccccc21	2	-0.1	10	-3	101	42	-1.3	5	100
CCCCCCCSc1cc(OC)c(CCNC)cc1OC	-8	5.0	14	22	149*	7	6.4	23	92
CCCCNC(=S)N1CCn2cccc2C1c1cccnc1 (centres undefined)	-10	0.6	-12	-4	102	-28	0.3	0	108
COc1ccc(CCNCc2ccccc2F)cc1	-11	-0.2	14	-15	105	27	1.1	11	104
CCOC(=O)CN1C(=O)C2(C(C#N)=C(N)Oc3ccccc32)C(C(=O)OC)=C1C (centres undefined)	0	0.9	11	-8	103	-65	-0.3	-2	102
O=C1CC(c2cccnc2)=NN1c1ccccc1	0	1.0	6	3	83	32	0.2	-15	93
CN1C(=O)C(Cc2cccc3ccccc23)C(=O)N(C)C1=O	.	0.9	.	-13	106	27	1.3	0	104
COc1ccc2c(C)c(CC(=O)N3C[C@H]4C[C@@H](C3)c3cccc(=O)n3C4)c(=O)oc2c1	7	0.4	2	10	98	29	-0.2	-2	98
N#CC(c1cccnc1)N1CCOCC1 (centres undefined)	-9	0.0	9	-16	103	18	0.2	3	100
CCOc1cc(CNCCc2c[nH]c3ccccc23)cc(Cl)c1OC	-10	5.9	21	1	126	35	7.8	-3	103
Cc1nn(Cc2ccccc2)c(Cl)c1C(=O)OC(C)C(=O)Nc1ccc(F)cc1Cl (centres undefined)	-2	0.0	.	2	102	4	0.0	3	114
CCCCn1c(=O)c(C(=O)NCCc2ccccc2)c(O)c2ccccc21	-7	0.5	-5	-38	109	39	1.3	8	108
CCOc1c(Cl)cc(CNCCc2c[nH]c3ccccc23)cc1OC	-9	10	-6	-10	156*	23	11	38	102
Fc1cccc(C2NCc3ccccc3-n3cccc32)c1 (centres undefined)	-9	-1.0	4	-3	108	29	-0.9	5	103

Molecules listed so far that have a carbonyl joined to an NH by a bond outside any ring, in the order listed:
SMILES	GalR3 antagonist	V1aR counter	NALP1 inh	GPR7 antag	MEKK2wt PB1 HTS	PHOSPHO1 block	OXTR ag	MEKK2mut PB1 HTS	MEKK3 PB1 HTS
C=CCn1c(O)c(C(CC)=Nc2ccccc2NC(C)=O)c(=O)[nH]c1=O	-6	-1.0	5	-11	98	10	1.3	-4	97
Cn1cc([N+](=O)[O-])c(C(=O)Nc2ccc3c(C(F)(F)F)cc(=O)oc3c2)n1	1	-0.2	10	-12	104	43	0.1	6	97
NC(=O)c1cc(N2CC2)c([N+](=O)[O-])cc1[N+](=O)[O-]	-1	1.1	.	.	113	.	0.8	4	110
COC(=O)C1=C(c2cccc(OC)c2OC)C[C@@H]2CC[C@H]1N2C(=O)NC1CC1	-4	0.0	.	.	99	.	0.5	-1	101
CCC(=O)Nc1ccccc1	-7	0.6	8	-1	104	-13	0.0	-1	102
CCCCCn1c(=O)c(C(=O)Nc2c(C)n(C)n(-c3ccccc3)c2=O)c(O)c2ccccc21	2	-0.1	10	-3	101	42	-1.3	5	100
Cc1nn(Cc2ccccc2)c(Cl)c1C(=O)OC(C)C(=O)Nc1ccc(F)cc1Cl (centres undefined)	-2	0.0	.	2	102	4	0.0	3	114
CCCCn1c(=O)c(C(=O)NCCc2ccccc2)c(O)c2ccccc21	-7	0.5	-5	-38	109	39	1.3	8	108

Assay outcomes as filed in PubChem BioAssay.
